Screening results as filed in PubChem BioAssay.
MRP resist rev = reversal of MRP1-mediated doxorubicin resistance, primary screen, H69AR cells, doxorubicin co-treatment; 0.04% of 85,000 active; H69AR cells + 2 uM doxorubicin, CellTiter-Glo, 72 h; differential viability (reversal), % at 10 µM;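 active means viability drop by adding the cancer drug above about 55%, with treated viability meeting a 40% cutoff, limit read from the data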;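 further: viability without doxorubicin minus viability with 2 µM doxorubicin for each compound; larger differential means the compound sensitizes cells more to doxorubicin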
NFkB transloc inh = inhibitors of IL-1B driven NFkB p65 nuclear import, primary screen, imaging, HUVEC, IL-1B stimulus, high-content imaging. 0.43% of 94,000 active. HUVEC IL-1B NFkB p65 nuclear translocation imaging. inhibition, % at 2 µM;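 active means inhibition above about 30% together with a positive call from visual inspection of the well image, limit read from the data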;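 further: nuclear over cytoplasmic p65 intensity ratio measured by imaging; 0% = IL-1B stimulated DMSO wells and 100% = unstimulated DMSO wells; values of inactives mirror those of a sister screen read the other way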
Bcl-B TR3 displacers = displacers of TR3 peptide from Bcl-B, primary screen, selectivity assay for Bfl-1 inhibitor project, biochemical, fluorescence polarization. FP displacement of FITC-TR3 peptide from Bcl-B; higher % means a stronger effect. 0.11% of 96,000 active. Bcl-2-like protein 10 (Homo sapiens). one-dose displacement, % at 20 µM; IC50 in µM for titrated hits;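 active means displacement above 50% at 20 µM plus a fluorescence interference ratio under 1.5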;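 further: plate controls were wells without compound for no effect and wells lacking Bcl-B protein for full effect; a part of the inactive calls stands beside numbers as strong as those of hits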
PLAP inhibitors HTS = PLAP enzyme inhibitors, biochemical, luminescence, HTS (AID 690). Alkaline phosphatase, placental type (Homo sapiens). purified PLAP, luminescent substrate; higher % means a stronger effect. inhibition, % at 20 µM, or IC50 in µM where a hit was titrated. 0.08% of 96,000 active; in the data active means a potency from the dose series; inactive means the rest, 99 in 100 with inhibition below about 30%; further: strong numbers were not always called active
IL1B NFkB pot = enhancers of NFkB p65 translocation in HUVEC – imaging, IL-1B stimulus, high-content imaging, primary screen. 0.3% of 94,000 active. activation, % at 2 µM. HUVEC IL-1B NFkB p65 nuclear translocation imaging. AID 819, 2007;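 active means activation above 40%, about the mean plus 3 SD, also judged a hit on visual image review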;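 further: percent activation is computed from the nuclear over cytoplasmic p65 intensity ratio; values of inactives mirror those of a sister screen read the other way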
MRP resist rev cytotoxicity = further read-out of MRP resist rev, marked with its call; viability, %; H69AR cells, CellTiter-Glo, 72 h; measured here: cytotoxicity without doxorubicin
MRP resist rev with doxorubicin = recorded beside MRP resist rev, whose call it bears; viability, %; measured here: viability with 2 uM doxorubicin; active compounds read low
NFkB transloc inh cell count 2 µM = recorded beside NFkB transloc inh, whose call it bears; cell count; measured here: cells passing quality filter;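 raw number of nuclei counted in each imaged well without normalization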
IL1B NFkB pot cell count 2 µM = further read-out of IL1B NFkB pot, marked with its call; cell count; measured here: cells passing quality filter
Starred values were filed as active, the others as inactive; / = no result given.

#	canonical_smiles	IL1B NFkB pot cell count 2 µM	MRP resist rev	NFkB transloc inh cell count 2 µM	IL1B NFkB pot	NFkB transloc inh	Bcl-B TR3 displacers	PLAP inhibitors HTS	MRP resist rev cytotoxicity	MRP resist rev with doxorubicin
1	CN(C(=O)NC(=O)C1=C(N2CCOCC2)/C(=C/c2ccccc2)CC1)S(C)(=O)=O	121	4	121	0	0	3%	-29%	82	78
2	CCOC(=O)CSC1=C(C#N)C(c2ccc(Cl)cc2)C(C(=O)OC)C(=O)N1 (stereo unspecified)	134	-14	134	0	0	-4%	-7%	75	89
3	COc1ccccc1NC(=O)COc1ccc(CO)cc1Cl	54	6	54	-12	12	13%	10%	88	82
4	Fc1ccccc1-c1nnc2c3ccccc3nc(N3CCOCC3)n12	193	/	193	-5	5	0%	-13%	/	/
5	CNc1sc(C(=O)c2cccs2)c(N)c1-c1nc2ccccc2s1	/	-14	/	/	/	-9%	0%	63	76
6	CCn1cc(C(=O)NCc2ccccn2)c(=O)c2cc(F)c(N3CCN(C)CC3)cc21	/	-6	/	/	/	-9%	-39%	72	78
7	CN1CCN(C(=O)C2CC(c3ccc(F)cc3)=NO2)CC1 (stereo unspecified)	160	7	160	-4	4	8%	-7%	97	90
8	COc1ccc(C2C(C(=O)N3CCOCC3)CCC(=O)N2c2ccc(OC)cc2)cc1 (stereo unspecified)	94	3	94	2	-2	3%	-47%	83	80
9	Cc1ccc(-n2c(C)nc3oc4ccccc4c(=O)c3c2=O)cc1	100	-8	100	10	-10	41%	-28%	68	76
10	O=C(NCc1ccccc1)N1CCn2c(nc3ccccc32)C1	116	-5	116	39	-39	/	/	93	98
11	Cc1nn(C)cc1CNC(=O)C1C2CCC(O2)C1C(=O)O (stereo unspecified)	94	0	94	-4	4	3%	1%	99	99
12	CCCC(=O)Nc1cc(=O)n(C)c(=O)n1C	190	-7	190	0	0	-10%	8%	91	98
13	O=C(NCCO)C(F)(F)C(F)(F)C(F)(F)OC(F)(C(=O)NCCO)C(F)(F)F (stereo unspecified)	180	0	180	18	-18	7%	3%	94	94
14	COc1cc(C2CC(=O)c3cnc(NC(C)=O)nc3C2)cc(OC)c1OC (stereo unspecified)	118	-7	118	5	-5	/	/	74	81
15	O=C(C1CCCCC1)N1CCC(c2nc3ccccc3[nH]2)CC1	147	8	147	-9	9	-12%	-2%	93	84
16	Cc1ccc(S(=O)(=O)Nc2ccc3c(c2)nc(CN2CCCC2)n3C)cc1	140	5	140	26	-26	-13%	9%	82	76
17	CC(C)c1ccc(NS(=O)(=O)c2cn(C)c(=O)n(C)c2=O)cc1	69	9	69	-5	5	0%	-38%	97	88
18	COc1ccc(-c2cnc(OC(C)(C)C)nc2OC(C)(C)C)cc1OC	167	/	167	10	-10	3%	11%	/	/
19	CC1(C)CC(=O)C(C=NCCN2CCN(C(=O)C34CC5CC(CC(C5)C3)C4)CC2)=C(O)C1	/	-6	/	/	/	-11%	-14%	89	95
20	COc1ccc(C)cc1S(=O)(=O)N(CC(=O)O)c1ccc(C)cc1	109	6	109	-7	7	-9%	10%	100	94

Five structures from above, ordered by SMILES length, high to low:
#	canonical_smiles	IL1B NFkB pot cell count 2 µM	MRP resist rev	NFkB transloc inh cell count 2 µM	IL1B NFkB pot	NFkB transloc inh	Bcl-B TR3 displacers	PLAP inhibitors HTS	MRP resist rev cytotoxicity	MRP resist rev with doxorubicin
19	CC1(C)CC(=O)C(C=NCCN2CCN(C(=O)C34CC5CC(CC(C5)C3)C4)CC2)=C(O)C1	/	-6	/	/	/	-11%	-14%	89	95
13	O=C(NCCO)C(F)(F)C(F)(F)C(F)(F)OC(F)(C(=O)NCCO)C(F)(F)F (stereo unspecified)	180	0	180	18	-18	7%	3%	94	94
4	Fc1ccccc1-c1nnc2c3ccccc3nc(N3CCOCC3)n12	193	/	193	-5	5	0%	-13%	/	/
11	Cc1nn(C)cc1CNC(=O)C1C2CCC(O2)C1C(=O)O (stereo unspecified)	94	0	94	-4	4	3%	1%	99	99
3	COc1ccccc1NC(=O)COc1ccc(CO)cc1Cl	54	6	54	-12	12	13%	10%	88	82

The list goes on.
#	canonical_smiles	IL1B NFkB pot cell count 2 µM	MRP resist rev	NFkB transloc inh cell count 2 µM	IL1B NFkB pot	NFkB transloc inh	Bcl-B TR3 displacers	PLAP inhibitors HTS	MRP resist rev cytotoxicity	MRP resist rev with doxorubicin
21	Cc1ccccc1Cn1c2ccccc2c2cnn(CC(=O)N3CCN(c4ccccc4)CC3)c(=O)c21	199	/	199	29	-29	-14%	-40%	/	/
22	c1ccc2c(c1)CCOC2CNCCCN1CCCCC1 (stereo unspecified)	172	-10	172	-2	2	/	/	84	94
23	COC(=O)CSc1nc(C)c2ccc(OC)cc2n1	91	7	91	8	-8	/	/	87	79
24	O=C(O)c1ccc2c(c1)C(=O)N(c1cc(C(=O)O)ccc1Br)C2=O	/	-3	/	/	/	-5%	-4%	92	95
25	C=CCN(c1ccc(C(=O)N2CCCC2)cc1)S(C)(=O)=O	113	2	113	4	-4	-14%	-38%	88	85
26	COc1cc(C)nc(OCCNC(=O)COc2ccc(Cl)cc2Cl)n1	137	7	137	-5	5	-6%	-77%	83	77
27	CC(C)CCNC(=S)NC1CCCC1	180	/	180	13	-13	1%	-5%	/	/
28	Cc1csc(NC(=O)CCn2c(=O)sc3ccccc32)n1	185	10	185	3	-3	6%	20%	89	79
29	Cc1c(NC2=NC3(CCCCC3)Cc3ccccc32)c(=O)n(C)n1-c1ccccc1	164	10	164	-4	4	/	/	85	75
30	CN(Cc1ccccc1)C(=O)CCNS(=O)(=O)c1ccc2c(c1)oc(=O)n2C	/	-15	/	/	/	13%	-30%	94	109
31	O=C(CCS(=O)(=O)c1cccc2nonc12)N1CCCc2ccccc21	/	9	/	/	/	-3%	-13%	88	79
32	CCn1cc(C(=O)NCc2cccnc2)c2cc(OC)c(OC)cc2c1=O	/	-15	/	/	/	-8%	0%	81	96
33	CC(=O)c1cc(-c2ccccc2)[nH]c1N1CCOCC1	65	9	65	3	-3	0%	-12%	87	78
34	CC(C(=O)NCCCN1CCOCC1)n1cccc1C(=O)c1ccccc1 (stereo unspecified)	136	-3	136	-8	8	/	/	95	98
35	COc1ccc2c(c1)CCc1c(C(=O)N3CCCCCC3)noc1-2	140	20	140	24	-24	-19%	-9%	88	68
36	Cc1cc(-c2ccco2)n(CC(=O)NCc2ccccc2)n1	183	-1	183	-2	2	-4%	-4%	85	87
37	CCC1(C)Cc2c(c(=O)n(-c3ccccc3)c3ncnc(N)c23)CO1 (stereo unspecified)	130	7	130	5	-4	-5%	17%	94	88
38	Cn1c(=O)[nH]c(=O)c2c1nc(NCCc1ccccc1)n2CC(O)COc1ccccc1 (stereo unspecified)	165	-1	165	5	-4	-2%	2%	78	79
39	Oc1ccc(C(c2nnnn2C2CCCC2)N2CCc3ccccc3C2)cc1 (stereo unspecified)	192	-7	192	7	-7	0%	-19%	72	79
40	COc1ccc2c(c1)[nH]c1c(=O)n(CC3CCCO3)cnc12 (stereo unspecified)	72	10	72	-6	6	0%	11%	87	76

Structural class, those above containing two or more sulfur atoms.
#	canonical_smiles	IL1B NFkB pot cell count 2 µM	MRP resist rev	NFkB transloc inh cell count 2 µM	IL1B NFkB pot	NFkB transloc inh	Bcl-B TR3 displacers	PLAP inhibitors HTS	MRP resist rev cytotoxicity	MRP resist rev with doxorubicin
5	CNc1sc(C(=O)c2cccs2)c(N)c1-c1nc2ccccc2s1	/	-14	/	/	/	-9%	0%	63	76
28	Cc1csc(NC(=O)CCn2c(=O)sc3ccccc32)n1	185	10	185	3	-3	6%	20%	89	79

Continued.
#	canonical_smiles	IL1B NFkB pot cell count 2 µM	MRP resist rev	NFkB transloc inh cell count 2 µM	IL1B NFkB pot	NFkB transloc inh	Bcl-B TR3 displacers	PLAP inhibitors HTS	MRP resist rev cytotoxicity	MRP resist rev with doxorubicin
41	CCOC(=O)c1c(C2CC2)csc1NC(=O)CSCc1c(C)noc1C	187	-4	187	-6	6	-10%	12%	76	80
42	Cc1cc(NS(=O)(=O)c2ccc(NC(=O)C(C)Oc3ccc(Cl)cc3)cc2)no1 (stereo unspecified)	178	12	178	-8	8	-4%	-32%	94	82
43	Cc1cc(Cl)ccc1OCCCC(=O)NO	/	-10	/	/	/	-10%	-39%	3	13
44	COC(=O)CC(NC(=O)c1ccc(C)cc1)c1ccccc1 (stereo unspecified)	182	7	182	1	-1	-6%	-16%	104	97
45	CN(C)c1nc(Oc2ccc(=O)[nH]n2)nc(N2CCCCC2)n1	111	16	111	3	-3	-4%	5%	98	82
46	Cc1ccc(C2SCC(=O)N2Cc2cn3ccsc3n2)o1 (stereo unspecified)	192	-2	192	2	-2	11%	-57%	73	75
47	Cc1ccc(S(=O)(=O)NCCN2CCOCC2)cc1C	/	-10	/	/	/	-7%	15%	100	110
48	COC(=O)CCC/C=C1/SCC(NC(=O)c2ccccc2)C1=O (stereo unspecified)	145	-5	145	7	-7	-7%	-77%	99	104
49	COC(=O)NC1(C(F)(F)F)C(=O)NC(C)=C1C(=O)OC (stereo unspecified)	116	4	116	22	-22	15%	-6%	96	92
50	Oc1ccc(Br)cc1-c1cc(-c2ccco2)[nH]n1	202	-5	202	4	-4	-1%	-23%	48	53
51	CC1CC(NC(=O)CCn2c(=O)oc3ccccc32)CC(C)(C)C1 (stereo unspecified)	/	1	/	/	/	3%	-24%	90	88
52	COc1ccc(-c2nn(C)c(=O)c3ccccc23)cc1CNC(=O)c1ccco1	155	/	155	15	-15	/	/	/	/
53	COc1ccc(NC(=O)CCC(=O)OC(C(=O)c2ccccc2)c2ccccc2)cc1 (stereo unspecified)	/	/	/	/	/	-8%	6%	/	/
54	Cc1cnc(C(=O)Nc2ccccc2C(=O)N2CCOCC2)cn1	186	-2	186	-9	9	-11%	16%	97	99
55	Cc1cc(Cl)ccc1OCC(=O)NCCOc1nc(N2CCCCC2)nc(N2CCOCC2)n1	185	3	185	17	-17	0%	-4%	83	81

Records 53–55, reprinted for reference:
#	canonical_smiles	IL1B NFkB pot cell count 2 µM	MRP resist rev	NFkB transloc inh cell count 2 µM	IL1B NFkB pot	NFkB transloc inh	Bcl-B TR3 displacers	PLAP inhibitors HTS	MRP resist rev cytotoxicity	MRP resist rev with doxorubicin
53	COc1ccc(NC(=O)CCC(=O)OC(C(=O)c2ccccc2)c2ccccc2)cc1 (stereo unspecified)	/	/	/	/	/	-8%	6%	/	/
54	Cc1cnc(C(=O)Nc2ccccc2C(=O)N2CCOCC2)cn1	186	-2	186	-9	9	-11%	16%	97	99
55	Cc1cc(Cl)ccc1OCC(=O)NCCOc1nc(N2CCCCC2)nc(N2CCOCC2)n1	185	3	185	17	-17	0%	-4%	83	81

This is a subset (hit frequency here may not be typical).
